Integrin act MD: qHTS for Activators of Integrin-Mediated Alleviation for Muscular Dystrophy | 350,000 compounds, 0.064% hits | alpha7betagal myoblasts, beta-gal FDG fluorescence, 48 h | Potency, µM (titrated, usually from 38.3 µM), for the others: at the top dose activation, usual class: activators;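 also: potency is read from the fitted curve at half-maximal effect; 100% = response of the positive control SU9516; nearly all actives have a fitted effect of over 60% in size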
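Alpha7betagal+/- myoblasts (passage 13) were plated 16-24 hr, then exposed to compounds (1:260 dilution of DMSO stock) for 48 hours at 37C. After MPER lysis, β-galactosidase reporter activity was read as FDG fluorescence (ex 480/em 540) after 30 minutes.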
FBPA coupling cs: qHTS Assay for Inhibitors of Fructose-1,6-bisphosphate Aldolase from Giardia Lamblia: Coupling assay counterscreen; coupling enzyme system counterscreen, AmpLite Red fluorescence; activity change, negative = inhibition, % at 58.2 µM, hits read low; 290,000 compounds, 0.67% hits; in the data active = activity change below about -30%; also: % is scaled to controls: 0 for no effect and ±100 for the full control effect
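First, compound is pin-transferred into glyceraldehyde-3-phosphate coupling-enzyme reagent at 57.5 uM final and held 10 min at RT. Next, substrate, coupling system and AmpLite Red are added. After 20 min RT, fluorescence (525/598 nm) is read.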
Tb PFK block: qHTS Assay to Find Inhibitors of T. brucei phosphofructokinase | T. brucei PFK, ADP-Glo luminescence | Potency, µM (highest dose often 57.5 µM), for inactives: at the top dose activity, negative = inhibition, usual class: inhibitors | 330,000 compounds, 0.17% hits | AID 485367, 2010;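 also: potency is read from the fitted curve at half-maximal effect; 0% = uninhibited 1x PFK enzyme wells and -100% = no-enzyme wells; nearly all actives have a fitted effect of over 60% in size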
Target sequence (O15648 whole entry, looked up): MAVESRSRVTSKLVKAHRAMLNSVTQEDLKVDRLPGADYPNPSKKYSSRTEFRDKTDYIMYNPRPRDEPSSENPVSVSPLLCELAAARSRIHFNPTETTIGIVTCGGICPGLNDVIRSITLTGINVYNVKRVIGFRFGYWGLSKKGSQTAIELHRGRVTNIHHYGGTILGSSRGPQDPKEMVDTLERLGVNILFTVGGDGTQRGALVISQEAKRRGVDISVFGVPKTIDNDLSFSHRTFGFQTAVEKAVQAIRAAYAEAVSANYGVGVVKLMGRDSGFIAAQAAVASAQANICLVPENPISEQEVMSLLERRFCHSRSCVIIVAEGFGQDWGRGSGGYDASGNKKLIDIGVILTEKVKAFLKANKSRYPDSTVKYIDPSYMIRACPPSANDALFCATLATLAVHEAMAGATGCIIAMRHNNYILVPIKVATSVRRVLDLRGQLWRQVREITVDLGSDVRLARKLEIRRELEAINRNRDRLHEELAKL
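ADP-Glo luminescence quantified ADP after 45 min at room temperature, with 1.25 nM T. brucei PFK, 0.1 mM ATP and 0.5 mM fructose-6-phosphate in pH 8.0 TEA buffer. qHTS titrations up to 57 µM; curves classified by quality.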
Menin-MLL TR inh: qHTS Assay for Inhibitors Targeting the Menin-MLL Interaction in MLL Related Leukemias: Competition With Texas Red Labeled MLL-derived Mutant Peptide | Menin + Texas Red MLL mutant peptide, fluorescence polarization | Potency, µM (top dose mostly 61.6 µM), for inactives: at the highest dose FP activity change, negative = inhibition, hits mostly inhibitors | 270,000 compounds, 0.23% hits | AID 1768, 2009; active = well fitted inhibition curve with a large enough effect in the polarisation, with a control signal flat, not every such curve was filed as active; inconclusive = small, poorly fitted or top-dose-only effect, or effect the other way, or a change in a side signal; inactive = no such curve, though single readings can be large or run the other way; the % refers to the polarisation; also: potency is read from the fitted curve at half-maximal effect; % of control where 0% means no effect; many of its hits are not listed in these tables
PKM2 activator: qHTS Assay for Activators of Human Muscle isoform 2 Pyruvate Kinase. Pyruvate kinase PKM (Homo sapiens), P14618. purified PKM2, Kinase-Glo ATP luminescence, activation; response scale: 0% is enzyme alone, no compound. Potency, µM (top dose mostly 57.5 µM), without a hit: top-dose activation, most hits filed as activators. 260,000 compounds, 0.34% hits; also: potency is read from the fitted curve at half-maximal effect; % is scaled to controls: 0 for no effect and ±100 for the full control effect; nearly all actives have a fitted effect of over 55% in size
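ATP formation by purified human PK-M2, quantified via coupled luciferase luminescence after 1 h at room temperature with 0.1 mM ADP and 0.5 mM PEP final.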
GALK inh: qHTS Assay for Inhibitors of Human Galactokinase (GALK); Purified GALK, Kinase-Glo residual ATP luminescence; P51570; 270,000 compounds, 0.007% hits; AID 1868, 2009; Potency, µM (doses to about 57.5 µM), inactives show at the highest dose activity change, negative = inhibition, actives largely listed as inhibitors; also: potency is read from the fitted curve at half-maximal effect; % is scaled to controls: 0 for no effect and ±100 for the full control effect
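The enzyme phosphorylates galactose (100 uM) using ATP (35 uM); inhibition is detected as higher residual ATP, quantified by bioluminescence after 1 h reaction at room temperature, pH 8.0.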
Giardia killer: Small Molecules that selectively kill Giardia lamblia: qHTS; Giardia lamblia trophozoite viability; activity change, % at 7.66 µM, hits read low; 340,000 compounds, 0.15% hits; AID 540267, 2011; in the data active = activity change below about -80%; inconclusive = between about -30% and that limit;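 also: parasites exposed to compound for two days anaerobically before the ATP read; % is scaled to controls: 0 for no effect and ±100 for the full control effect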
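ATP-content bioluminescence gauges trophozoite survival. Cells (100/well) receive compound and incubate anaerobically for 48 hrs at 37 deg C; detection reagent follows for 15-30 min at room temperature.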
Chronic BCR inh: qHTS Assay to Find Inhibitors of Chronic Active B-Cell Receptor Signaling | ABC-DLBCL IkBa-CBG/CBR reporter, luminescence ratio, 4 h | Potency, µM (highest dose often 46.1 µM), for the others: top-dose ratio change, negative = lower green/red ratio, usual class: inhibitors | 340,000 compounds, 0.05% hits | AID 493014, 2011; active = well fitted inhibition curve with a large enough effect in the signal ratio, with a control signal flat, not every such curve was filed as active; inconclusive = small, poorly fitted or top-dose-only effect, or effect the other way, or a change in a side signal; the % refers to the signal ratio;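 also: potency is read from the fitted curve at half-maximal effect; plate controls were basal doxycycline-induced cells for no effect and cells given 10 µM MG132 for full effect; MG132 reads +100%, hits lower the ratio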
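Doxycycline induced both beetle luciferases in TMD8 lymphoma cells; IKK-driven degradation limits the IkappaBalpha-fused green signal, while red luminescence normalises for cell number and nonspecific effects. Compounds tested up to 46 uM, 4 hrs.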
ASM inhibitor: Inhibitors of Secretory Acid Sphingomyelinase (S-ASM): qHTS; Sphingomyelin phosphodiesterase (Homo sapiens), P17405; placental ASM, HMU-PC fluorogenic substrate, 60 min; Potency, µM (top dose mostly 57.5 µM), without a hit: top-dose activity change, negative = inhibition, most hits filed as inhibitors; 340,000 compounds, 0.006% hits; also: potency is read from the fitted curve at half-maximal effect
Target sequence (P17405 47-631 limits assumed): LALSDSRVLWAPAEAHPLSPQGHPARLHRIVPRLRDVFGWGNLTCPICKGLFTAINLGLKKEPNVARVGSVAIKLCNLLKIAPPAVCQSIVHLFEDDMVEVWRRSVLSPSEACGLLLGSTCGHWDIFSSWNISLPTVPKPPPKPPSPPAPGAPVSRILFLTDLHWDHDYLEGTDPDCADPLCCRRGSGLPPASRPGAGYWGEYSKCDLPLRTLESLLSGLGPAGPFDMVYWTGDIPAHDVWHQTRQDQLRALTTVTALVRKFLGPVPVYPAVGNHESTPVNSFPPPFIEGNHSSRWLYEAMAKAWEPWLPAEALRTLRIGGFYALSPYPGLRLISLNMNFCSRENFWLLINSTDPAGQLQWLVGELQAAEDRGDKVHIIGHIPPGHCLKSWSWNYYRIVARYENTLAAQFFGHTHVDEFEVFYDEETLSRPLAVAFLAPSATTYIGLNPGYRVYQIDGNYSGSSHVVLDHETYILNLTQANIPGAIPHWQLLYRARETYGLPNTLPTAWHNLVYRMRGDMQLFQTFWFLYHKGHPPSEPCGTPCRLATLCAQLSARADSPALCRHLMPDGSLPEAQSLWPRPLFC
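Human placenta-derived ASM preincubated with compound 10 min at room temperature, then reacted with 9 uM (final) fluorogenic HMU-PC substrate for 60 min at 37 C. Stop solution raises pH to 10; fluorescence read at Ex 386/Em 447 nm.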
B2AR arrestin: qHTS assay of beta-arrestin-biased ligands of beta2-adrenergic receptor. Beta-2 adrenergic receptor (Homo sapiens), P07550. beta-arrestin recruitment to beta2AR, cell-based reporter. Potency, µM (doses to about 46.1 µM), for inactives: at the highest dose activation, hits mostly activators. 330,000 compounds, 0.02% hits. AID 492947, 2010;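 also: potency is read from the fitted curve at half-maximal effect; 0% = DMSO controls and full agonism = EC100 isoproterenol or metaproterenol; nearly all actives have a fitted effect of over 65% in size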
PTAP TSG101 blk: qHTS Assay for Iinhibitors of HIV-1 Budding by Blocking the Interaction of PTAP/TSG101. Fluorescence polarization, FITC-PTAP peptide / Tsg101 binding. Potency, µM (highest dose often 115 µM), without a hit: top-dose activity change, negative = inhibition, usual class: inhibitors. Tumor susceptibility gene 101 protein (Homo sapiens), Q99816. 340,000 tested, under 10 active. AID 493005, 2010; active = well fitted inhibition curve with a large enough effect in the main read-out, with a control signal flat, not every such curve was filed as active; inconclusive = small, poorly fitted or top-dose-only effect, or effect the other way, or a change in a side signal; inactive = no such curve, though single readings can be large or run the other way; also: potency is read from the fitted curve at half-maximal effect; % of control where 0% means no effect
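Fluorescence polarization binding of Tsg101 binding domain (10 uM final) to FITC-labeled PTAP peptide (50 nM final) in HEPES pH 7.5 buffer with NaCl, Tween 20, EDTA, TCEP. Compounds added before peptide; binding 20 min at RT.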
An asterisk follows results filed as active; [ ] = dose if it differs, or a comment. Unless noted, calls follow the shape of the dose curve; as a rule, active = well fitted curve in the direction sought with a large enough effect; inconclusive = small, poorly fitted or top-dose-only effect, or another doubt; inactive = no such curve, though single readings can be large; an effect the other way counts as inactive or inconclusive. Only part of the results is shown (hit frequency here may not be typical).

For Cc1cc(NC(=O)c2ccccc2NS(=O)(=O)c2c(C)c(C)cc(C)c2C)no1 the results were Integrin act MD -29.2%, FBPA coupling cs 3.8, Tb PFK block -2.7%, Menin-MLL TR inh inconclusive, PKM2 activator 8.7%, GALK inh -1.1%, Giardia killer 9.3, Chronic BCR inh 0.5%, ASM inhibitor 208.8%[activator], B2AR arrestin 9.3% and PTAP TSG101 blk -8.1%.
For Cc1nc2cnccc2n1C the results were Integrin act MD 6.5%, FBPA coupling cs 2.6, Tb PFK block 1.4%, Menin-MLL TR inh 1.5%, PKM2 activator 6.0%, GALK inh 11.9%, Giardia killer -11.8, Chronic BCR inh -1.7%, ASM inhibitor -2.0%, B2AR arrestin 0.3% and PTAP TSG101 blk -5.0%.
COc1ccc(Nc2nc3ccccc3nc2NS(=O)(=O)c2ccc(NC(C)=O)cc2)cc1 was read as Integrin act MD 12.9%, FBPA coupling cs -2.5, Tb PFK block 1.1%, PKM2 activator 1.2%, GALK inh -1.1%, Giardia killer 1.2, Chronic BCR inh 2.2%, ASM inhibitor 11.2%, B2AR arrestin -0.6% and PTAP TSG101 blk -7.3%.
Screening O=c1[nH]c(C2CCCN(S(=O)(=O)c3ccccc3F)C2)nc2c1nnn2Cc1ccccc1Cl (centres undefined) returned Integrin act MD 3.4%, FBPA coupling cs 1.6, Tb PFK block -3.6%, Menin-MLL TR inh 10.1%, PKM2 activator 4.1%, GALK inh -0.4%, Giardia killer 21.6, Chronic BCR inh 13.0%, ASM inhibitor inconclusive, B2AR arrestin 0.1% and PTAP TSG101 blk -0.1%.
`O=c1[nH]c(SCc2cccc(Cl)c2)nc2c1CCCC2` gave Integrin act MD 5.2%, FBPA coupling cs 0.8, Tb PFK block -0.1%, Menin-MLL TR inh inconclusive, PKM2 activator 1.5%, GALK inh 1.3%, Giardia killer -9.7, Chronic BCR inh 0.7%, ASM inhibitor 2.9%, B2AR arrestin -0.1% and PTAP TSG101 blk -5.6%.
`CCOC(=O)Nc1oc2ccccc2c(=O)c1CN1CCOCC1` gave Integrin act MD 14.2%, FBPA coupling cs 1.7, Tb PFK block -1.3%, Menin-MLL TR inh -10.5%, PKM2 activator -0.6%, GALK inh 1.4%, Giardia killer -14.8, Chronic BCR inh inconclusive, ASM inhibitor -3.0%, B2AR arrestin 0.3% and PTAP TSG101 blk -0.9%.
Screening COc1ccc(C(=O)NCC(=O)N=Nc2c(O)n(Cc3ccccc3)c3ccccc23)cc1OC returned Integrin act MD 3.0%, FBPA coupling cs 3.2, Tb PFK block 1.7%, Menin-MLL TR inh -2.6%, PKM2 activator 10.0%, GALK inh 0.5%, Giardia killer 1.5, Chronic BCR inh inconclusive, ASM inhibitor -14.6%, B2AR arrestin 0.5% and PTAP TSG101 blk -2.1%.
CN(C)c1ccc(N=Nc2nc3ccccc3n2C)cc1 was read as Integrin act MD -45.9%[inhibitor], FBPA coupling cs -3.0, Tb PFK block -28.2%, PKM2 activator -60.4%, GALK inh 19.9%, Giardia killer 4.5, Chronic BCR inh inconclusive, ASM inhibitor -11.0%, B2AR arrestin 0.2% and PTAP TSG101 blk -9.5%.
O=C(c1ccc2[nH]c(=O)c(=O)[nH]c2c1)N1CCN(Cc2ccccc2)CC1 was read as Integrin act MD -21.0%, FBPA coupling cs 1.0, Tb PFK block -1.0%, Menin-MLL TR inh -1.0%, PKM2 activator 8.2%, GALK inh 14.4%, Giardia killer -9.3, Chronic BCR inh -1.8%, ASM inhibitor 9.2%, B2AR arrestin -0.5% and PTAP TSG101 blk -4.8%.
CCNC(=O)C1CCCc2c1[nH]c1ccc(Cl)cc21 (centres undefined) was read as Integrin act MD 5.5%, FBPA coupling cs 0.5, Tb PFK block inconclusive, Menin-MLL TR inh 24.9%, PKM2 activator -0.3%, GALK inh -0.1%, Giardia killer 30.1[activator], Chronic BCR inh 23.8%, ASM inhibitor 5.3%, B2AR arrestin -0.1% and PTAP TSG101 blk -3.3%.
Cc1ccc(C)c(S(=O)(=O)N2CCN(C(C(=O)Nc3ccc(F)cc3)c3ccccc3)CC2)c1 (centres undefined) was read as Integrin act MD 10.5%, FBPA coupling cs -4.6, Tb PFK block -6.6%, Menin-MLL TR inh -9.6%, PKM2 activator -13.5%, GALK inh -2.0%, Giardia killer -11.7, Chronic BCR inh -1.0%, ASM inhibitor -0.3%, B2AR arrestin 0.3% and PTAP TSG101 blk -4.0%.
COc1ccc(NC2=C(C(C)=O)C(c3ccc(OC)c(OC)c3)C(C(C)=O)C(C)(O)C2)cc1 (centres undefined) was read as Integrin act MD -20.4%, FBPA coupling cs -3.6, Tb PFK block -0.1%, Menin-MLL TR inh 0.5%, PKM2 activator 20.7%, GALK inh -3.8%, Giardia killer -5.2, Chronic BCR inh -18.9%, ASM inhibitor 1.0%, B2AR arrestin 0.4% and PTAP TSG101 blk 3.2%.
Cc1ccc2nc(Cl)c3nnnn3c2c1 was read as Integrin act MD -63.2%[inhibitor], FBPA coupling cs 0.6, Tb PFK block -15.2%, Menin-MLL TR inh -3.7%, PKM2 activator 1.4%, GALK inh 6.0%, Giardia killer -5.4, Chronic BCR inh inconclusive, ASM inhibitor 0.0%, B2AR arrestin 0.1% and PTAP TSG101 blk -2.4%.
For O=C(COc1cccnc1[N+](=O)[O-])N1CCC(Cc2ccccc2)CC1 the results were Integrin act MD 11.1%, Tb PFK block -2.4%, Giardia killer -23.1, Chronic BCR inh -5.6%, ASM inhibitor -3.2%, B2AR arrestin -0.4% and PTAP TSG101 blk -1.5%.
For Cn1c(=O)c2[nH]c(CN3CCN(Cc4ccccc4)CC3)nc2n(C)c1=O the results were Integrin act MD 4.5%, FBPA coupling cs -0.7, Tb PFK block -0.2%, Menin-MLL TR inh 4.5%, PKM2 activator -3.2%, GALK inh 0.5%, Giardia killer -11.0, Chronic BCR inh 6.9%, ASM inhibitor -4.8%, B2AR arrestin -1.3% and PTAP TSG101 blk -4.9%.
For CCc1ccc(NC2=CC(=O)C(=O)c3ccccc32)cc1 the results were Integrin act MD -53.7%[inhibitor], Tb PFK block 4.9%, Giardia killer -5.6, Chronic BCR inh 8.4%, ASM inhibitor -4.1%, B2AR arrestin -2.1% and PTAP TSG101 blk -2.0%.
`COc1cc(CNCCCN2CCOCC2)cc(Cl)c1OCC(=O)NC(C)(C)C` gave Integrin act MD -14.0%, FBPA coupling cs 2.8, Tb PFK block 12.5%, Menin-MLL TR inh -0.5%, GALK inh 0.1%, Giardia killer 8.3, Chronic BCR inh 2.0%, ASM inhibitor 7.5%, B2AR arrestin 0.0% and PTAP TSG101 blk -1.4%.
Screening Cc1c(OCc2ccccc2)c(=O)ccn1Cc1ccc(F)cc1 returned Integrin act MD -10.0%, FBPA coupling cs -0.2, Tb PFK block -4.2%, Menin-MLL TR inh -9.6%, PKM2 activator 3.9%, GALK inh -7.8%, Giardia killer -9.4, Chronic BCR inh -10.9%, ASM inhibitor -0.7%, B2AR arrestin 0.3% and PTAP TSG101 blk -0.9%.
For O=C(CC1C(=O)NC2CCCCC2N1C(=O)c1ccc([N+](=O)[O-])cc1)Nc1ccccc1 (centres undefined) the results were Integrin act MD inconclusive, FBPA coupling cs 0.8, Tb PFK block 3.3%, Menin-MLL TR inh -0.7%, PKM2 activator 2.0%, GALK inh -1.0%, Giardia killer 4.7, Chronic BCR inh -2.8%, ASM inhibitor -1.7%, B2AR arrestin -0.3% and PTAP TSG101 blk -2.8%.
CC(=O)Nc1ccccc1-c1nnc(SCc2ccccc2Cl)[nH]c1=O was read as Integrin act MD 13.7%, FBPA coupling cs 8.9, Tb PFK block 7.1%, Menin-MLL TR inh 0.5%, PKM2 activator -3.4%, GALK inh 0.6%, Giardia killer 4.5, Chronic BCR inh -3.8%, ASM inhibitor 0.9%, B2AR arrestin -0.2% and PTAP TSG101 blk -4.8%.

High-throughput results as filed in PubChem.
